Screening data deposited in PubChem BioAssay by several laboratories.
Bim-Mcl-1: disrupts Bim peptide binding to human Mcl-1; 0.1% of 190,000 active; Bead-based flow cytometry, Bim peptide-Mcl-1 binding; inhibition, % at 10 µM; Q07820;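 note: 0% = no compound tracer wells and 100% = peptide blocker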
RGS4-Gao reg: human RGS4-Galphao interaction regulation; binding response (% of control), % at 10 µM; AID 1415; P09471; 0.33% of 220,000 active; Multiplexed bead flow cytometry, RGS4-Galphao binding; actives lie on both sides; in the data active = binding response below about 49% or above about 150%; inactive = in between;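 note: fluorescent Galphao activated with aluminum fluoride binding bead-coupled RGS4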
Target sequence (P09471 whole entry, looked up): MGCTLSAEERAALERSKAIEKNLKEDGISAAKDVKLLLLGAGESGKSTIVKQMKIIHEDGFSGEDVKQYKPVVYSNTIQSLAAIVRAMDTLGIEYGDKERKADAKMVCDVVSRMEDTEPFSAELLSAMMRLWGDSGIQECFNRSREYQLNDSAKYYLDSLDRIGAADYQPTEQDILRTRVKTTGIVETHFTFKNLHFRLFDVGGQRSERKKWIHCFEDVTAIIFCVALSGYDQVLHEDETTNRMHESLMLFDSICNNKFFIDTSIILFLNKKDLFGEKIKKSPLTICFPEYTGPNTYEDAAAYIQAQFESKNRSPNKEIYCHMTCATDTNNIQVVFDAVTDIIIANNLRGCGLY
RGS8-Gao reg: regulators of human RGS8-Galphao interaction; response (percent of control binding), % at 10 µM; AID 1423; multiplexed bead flow cytometry, RGS8-Galphao binding; actives lie on both sides; 0.34% of 220,000 active; P09471; in the data active = response below about 60% or above about 140%; inactive = in between;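 note: Galphao activated as the GDP aluminium fluoride complex binding bead-coupled RGS8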
Bcl-B Bim block: human Bim-Bcl-B interaction inhibition | inhibition, % at 10 µM | bead-based flow cytometry, Bim peptide-Bcl-B binding | AID 951 | 0.073% of 190,000 active;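 note: 0% = tracer peptide without compound and 100% = reference inhibitor peptide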
Target sequence (Q9HD36 whole entry, looked up): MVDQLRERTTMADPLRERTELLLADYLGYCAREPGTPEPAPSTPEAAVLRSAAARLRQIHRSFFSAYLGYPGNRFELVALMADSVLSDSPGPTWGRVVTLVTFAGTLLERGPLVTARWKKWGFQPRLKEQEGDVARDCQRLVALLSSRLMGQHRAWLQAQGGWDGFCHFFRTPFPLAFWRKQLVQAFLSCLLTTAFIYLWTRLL
Mcl1-Noxa inh: Mcl-1/Noxa interaction inhibition. inhibition, % at 21.7 µM. 1.5% of 220,000 active. TR-FRET Mcl-1/Noxa peptide binding, 2 h. AID 1022;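 active = compounds that cut the protein-peptide binding signal by more than 50% relative to plate controls in a single-dose test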;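 note: His-tagged Mcl-1 with rhodamine Noxa BH3 peptide and terbium anti-His antibody; 0% = Mcl-1 plus Noxa peptide wells and 100% = peptide-only wells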
Bim-Bcl-2: human Bim-Bcl-2 interaction inhibition; AID 950; 0.06% of 190,000 active; Bead-based flow cytometry, Bim peptide-Bcl-2 binding; inhibition, % at 10 µM; P10415; in the data active = inhibition above about 40%; inconclusive = no clear call, values can overlap the other calls;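 note: 0% = no compound wells with probe peptide and 100% = reference peptide inhibitor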
Bcl-XL Bim block: human Bim-Bcl-XL interaction inhibition; Bim peptide-Bcl-XL binding, bead flow cytometry, fluorescence; inhibition, % at 10 µM; 0.04% of 190,000 active; Q07817; AID 1007
Mcl1-Bid inh: Mcl-1/Bid interaction inhibition; Q07820; TR-FRET Mcl-1/Bid-Dy647 peptide binding, 1536-well; inhibition, % at 21.7 µM; 0.97% of 220,000 active; AID 1021;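 active = compounds that cut the binding signal by more than half at the single screening dose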;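 note: His-tagged Mcl-1 with europium anti-His antibody binding Bid BH3 peptide; 0% = Mcl-1 plus peptide wells and 100% = peptide-only wells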
RGS7-Gao reg: regulators of human RGS7-Galphao interaction | binding response (% of control), % at 10 µM | Multiplexed bead flow cytometry, RGS7-Galphao binding; actives lie on both sides | 0.35% of 220,000 active; in the data active = binding response below about 49% or above about 150%; inconclusive = no clear call, values can overlap the other calls; inactive = in between;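 note: fluorescent Galphao held in activated GDP-AlF4 state binding bead-coupled RGS7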
Bim-Bcl-W: human Bim-Bcl-W interaction inhibition | Q92843 | inhibition, % at 10 µM | bead-based flow cytometry, Bim peptide-Bcl-W binding | 0.02% of 190,000 active | AID 952;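 note: 0% = bound tracer without compound and 100% = peptide blocker; higher means less fluorescent Bim peptide bound to Bcl-W beads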
Target sequence (Q92843 whole entry, looked up): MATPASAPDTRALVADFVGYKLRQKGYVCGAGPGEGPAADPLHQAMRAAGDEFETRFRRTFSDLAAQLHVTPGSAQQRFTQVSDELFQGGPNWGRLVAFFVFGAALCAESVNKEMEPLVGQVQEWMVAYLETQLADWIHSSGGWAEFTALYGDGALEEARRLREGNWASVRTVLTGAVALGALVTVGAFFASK
Bfl-1 Bim block: human Bim-Bfl-1 interaction inhibition | Bead-based flow cytometry, Bim-Bfl-1 binding inhibition | 0.12% of 190,000 active | AID 1008 | Q16548 | inhibition, % at 10 µM;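 note: 0% = wells without compound plus tracer and 100% = blocker peptide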
Active calls of the source: *; ? = inconclusive; / = not tested or not shown. Cut-off read from the data, not from the text of the source, unless noted: active = inhibition above about 40%.

nr	Bim-Mcl-1	RGS4-Gao reg	RGS8-Gao reg	Bcl-B Bim block	Mcl1-Noxa inh	Bim-Bcl-2	Bcl-XL Bim block	Mcl1-Bid inh	RGS7-Gao reg	Bim-Bcl-W	Bfl-1 Bim block	compound
1	2	103	101	-3	6	-8	0	7	104	-1	-9	COCCNC(=O)c1cc2c(-c3ccc(Cl)cc3)nn(C)c2s1
2	0	106	107	-2	9	-11	-3	-4	103	-2	-16	Cc1cccc(-c2nc3ccccc3c(=O)n2NC(=O)Cc2ccc(Cl)cc2)c1
3	-1	101	101	-7	-24	-9	-6	-39	103	-3	-18	CN1CCN(/N=C/c2cccc(Cl)c2Cl)CC1
4	1	106	101	0	-2	1	2	-16	110	6	7	CN1CCc2nc(SCC(=O)Nc3cccc(F)c3)c(C#N)c(-c3cccs3)c2C1
5	-4	101	102	3	0	-1	-1	-14	98	2	-3	O=C(NCCCN1CCCCCC1)c1ccc2c(c1)NC(=O)C(N1CCOCC1)S2 (centres undefined)
6	-1	94	100	-6	-8	-6	2	16	101	-2	-7	O=C(Cc1ccccc1)Nc1nonc1NC(=O)c1ccccc1
7	0	101	99	-5	9	0	-3	-92	113	0	1	O=C(NCc1n[nH]c(=S)n1-c1ccc(F)cc1)c1ccc(S(=O)(=O)N2CCCC2)cc1
8	-5	100	103	0	-21	-6	-4	-56	101	-8	-8	Cc1onc(-c2ccccc2)c1C(=O)NC(=S)NNC(=O)c1ccccc1O
9	/	101	99	/	29	/	/	17	?	/	/	O=C(Nc1ccc(O)c(C(=O)O)c1)Oc1ccccc1
10	-5	99	101	-10	-8	-12	-10	-3	99	-2	-20	Cc1c(C(=O)NCc2ccccc2)cnn1-c1ccccc1
11	-4	106	107	-9	9	-10	-7	-12	102	-1	-6	COC(=O)c1[nH]c2ccccc2c1NS(=O)(=O)c1ccc(OC)cc1OC
12	-2	99	117	-13	2	-8	-3	-90	108	5	-5	COc1cc2[nH]c(=S)n(C3CCCC3)c(=O)c2cc1OC
13	/	95	101	/	10	/	/	-45	?	/	/	CSC1=C(C#N)C(=O)NC(c2ccc(Cl)cc2)S1 (centres undefined)
14	-1	104	103	-5	-1	-1	-2	-27	?	-3	-3	CCN1CCN(CCCNC(=O)C2c3ccccc3C(=O)N(c3ccc(OC)cc3)C2c2ccc(OC)cc2)CC1 (centres undefined)
15	/	100	99	/	46	/	/	-76	?	/	/	C/C(=N\NC(=O)c1ccc(N/N=C(\C)c2ccc(O)cc2)cc1)c1ccc(O)cc1

(listing goes on)
nr	Bim-Mcl-1	RGS4-Gao reg	RGS8-Gao reg	Bcl-B Bim block	Mcl1-Noxa inh	Bim-Bcl-2	Bcl-XL Bim block	Mcl1-Bid inh	RGS7-Gao reg	Bim-Bcl-W	Bfl-1 Bim block	compound
16	-4	97	97	6	10	8	-1	-11	99	0	7	O=C(CN1CCOCC1)n1c2c(c3ccccc31)CCCC2
17	-5	99	101	-25	-13	1	-6	-20	103	2	1	NC(=O)C1(N2CCCCC2)CCN(C(=S)Nc2cc(F)cc(F)c2)CC1
18	0	102	98	3	-3	2	0	7	103	0	1	Cc1ccc[n+](CC(=O)Nc2ccc([N+](=O)[O-])cc2Cl)c1
19	-4	99	99	-7	26	-6	-7	-3	97	-4	-2	C/C(N)=C(/C#N)C(=O)COC(=O)c1cc(-c2ccc(C)cc2)nc2ccccc12
20	2	98	98	-1	20	0	0	-33	97	0	-3	CCN(CC)S(=O)(=O)c1cc(NC(=O)COC(=O)c2ccc(NC(=O)CC#N)cc2)ccc1C
21	-3	104	103	-10	7	-15	-6	3	105	0	-19	CCOC(=O)c1ccccc1OCc1cc(/C=N/n2cncn2)ccc1OC
22	0	112	105	-7	28	-8	-1	2	115	0	-2	CCOC(=O)CCNCC1COc2ccccc2O1 (centres undefined)
23	2	103	101	-5	-28	-5	1	3	102	3	-3	CCOC(=O)c1c(C)nc2c(C#N)cnn2c1C
24	0	99	99	-1	6	-7	-3	-7	98	-2	-3	NS(=O)(=O)c1ccc(NC(=O)CN2C(=O)C3C4C=CC(C4)C3C2=O)cc1 (centres undefined)
25	/	94	97	/	-4	/	/	-16	?	/	/	CC(C)c1ccc(CN(C(=O)/C=C/c2ccco2)C2CCS(=O)(=O)C2)cc1 (centres undefined)
26	-3	103	103	-3	2	-1	-3	-35	98	-1	3	N#C/C(=C\c1c(N2CCCCC2)nc2ccccn2c1=O)C(=O)NCc1ccco1
27	-1	91	98	-4	-11	-1	-3	-30	89	-3	0	Cc1occc1C(=O)Nc1nccs1
28	1	101	101	-4	-6	0	-2	-7	101	2	-8	CN(C(=O)COC(=O)c1c[nH]c(=O)[nH]c1=O)C1CCCCC1
29	/	104	100	/	3	/	/	-28	?	/	/	COc1ccccc1/C=C/C=N/n1c(-c2n[nH]c3c2CCC3)n[nH]c1=S
30	0	99	101	0	2	0	-1	-32	101	-1	-2	Cc1n[nH]c(C)c1Sc1ccccc1N

(list continues)
nr	Bim-Mcl-1	RGS4-Gao reg	RGS8-Gao reg	Bcl-B Bim block	Mcl1-Noxa inh	Bim-Bcl-2	Bcl-XL Bim block	Mcl1-Bid inh	RGS7-Gao reg	Bim-Bcl-W	Bfl-1 Bim block	compound
31	8	82	78	-2	-3	-3	-2	-3	86	0	2	Cc1cc(Oc2ccccc2)nc(SCC(=O)Nc2ccccc2)n1
32	2	91	69	-9	8	-5	-8	-11	96	-4	-3	O=C(Nc1ccccc1Cl)C1C2CCC3C(CCC21)C3(Cl)Cl (centres undefined)
33	2	103	101	1	-1	-2	0	-33	100	0	-1	Cc1ccc2cc(CCNC(=O)C(=O)c3c[nH]c4ccccc34)c(=O)[nH]c2c1
34	-4	97	101	-9	-10	-9	-7	-14	101	-2	-18	Cc1ccccc1NC(=O)/C(C#N)=C/c1ccsc1
35	/	103	101	/	15	/	/	-36	?	/	/	Nc1nonc1OCCN1CCN(c2ccc([N+](=O)[O-])c3cccnc23)CC1
36	0	97	99	-9	8	-9	-3	-3	94	3	-10	CC(=O)c1cccc(N(CC(=O)O)S(C)(=O)=O)c1
37	-2	99	98	-3	-13	-4	-2	-7	100	-3	-5	CCO[C@H]1OC(C(=O)N2CCN(C)CC2)=C[C@@H](c2ccc(C(F)(F)F)cc2)[C@@H]1CCCO
38	-1	86	90	0	28	-4	0	-1	84	0	0	FC(F)(F)c1nc2ccccc2nc1N/N=C\c1ccccc1
39	-5	133	101	-11	-23	-7	-6	-5	131	-1	-10	COc1ccc(NC(=O)CN2CCCN(S(=O)(=O)c3ccc(F)cc3)CC2)cc1
40	2	99	100	0	22	-2	-4	-20	99	-2	0	OCC(O)/C=N/Nc1nc2ccccc2s1 (centres undefined)
41	1	104	102	3	5	4	2	-13	104	0	0	COC(C)(C)[C@]12CC(O)(c3ccccc3)ON1[C@H]1CCCCC1N2O (some centres undefined)
42	-4	98	99	0	8	0	-4	-21	100	-3	15	Cc1cc(C)c2c(N=NN3CCOCC3)[nH]nc2n1
43	-4	103	101	-4	0	0	0	-3	98	-1	-6	Cc1c(-n2cc(C(=O)O)c(=O)c3cc(F)c(N4CCCC(O)C4)c(F)c32)c(=O)n(-c2ccccc2)n1C (centres undefined)
44	-1	103	101	0	10	-1	-4	-20	102	0	-2	CCC(=Nc1ccccc1)C1=C(O)CC(C)(C)CC1=O
45	0	102	101	-4	-3	-4	-4	-4	98	0	-10	COc1cccc(CN2CCN(CC(=O)Nc3ccccc3Cl)CC2)c1
46	-1	104	101	-6	18	-4	0	-7	100	-3	-1	Cc1ccc2nc(N(CCCN(C)C)C(=O)CN3C(=O)c4ccccc4C3=O)sc2c1
47	0	97	101	-3	-2	0	-3	-21	93	0	1	O=C1C=C(NNC(=O)c2ccccc2Br)CCC1

12 structures already listed, ordered by number of heavy atoms, lowest first.
nr	Bim-Mcl-1	RGS4-Gao reg	RGS8-Gao reg	Bcl-B Bim block	Mcl1-Noxa inh	Bim-Bcl-2	Bcl-XL Bim block	Mcl1-Bid inh	RGS7-Gao reg	Bim-Bcl-W	Bfl-1 Bim block	compound
40	2	99	100	0	22	-2	-4	-20	99	-2	0	OCC(O)/C=N/Nc1nc2ccccc2s1 (centres undefined)
36	0	97	99	-9	8	-9	-3	-3	94	3	-10	CC(=O)c1cccc(N(CC(=O)O)S(C)(=O)=O)c1
34	-4	97	101	-9	-10	-9	-7	-14	101	-2	-18	Cc1ccccc1NC(=O)/C(C#N)=C/c1ccsc1
44	-1	103	101	0	10	-1	-4	-20	102	0	-2	CCC(=Nc1ccccc1)C1=C(O)CC(C)(C)CC1=O
32	2	91	69	-9	8	-5	-8	-11	96	-4	-3	O=C(Nc1ccccc1Cl)C1C2CCC3C(CCC21)C3(Cl)Cl (centres undefined)
38	-1	86	90	0	28	-4	0	-1	84	0	0	FC(F)(F)c1nc2ccccc2nc1N/N=C\c1ccccc1
41	1	104	102	3	5	4	2	-13	104	0	0	COC(C)(C)[C@]12CC(O)(c3ccccc3)ON1[C@H]1CCCCC1N2O (some centres undefined)
45	0	102	101	-4	-3	-4	-4	-4	98	0	-10	COc1cccc(CN2CCN(CC(=O)Nc3ccccc3Cl)CC2)c1
35	/	103	101	/	15	/	/	-36	?	/	/	Nc1nonc1OCCN1CCN(c2ccc([N+](=O)[O-])c3cccnc23)CC1
39	-5	133	101	-11	-23	-7	-6	-5	131	-1	-10	COc1ccc(NC(=O)CN2CCCN(S(=O)(=O)c3ccc(F)cc3)CC2)cc1
37	-2	99	98	-3	-13	-4	-2	-7	100	-3	-5	CCO[C@H]1OC(C(=O)N2CCN(C)CC2)=C[C@@H](c2ccc(C(F)(F)F)cc2)[C@@H]1CCCO
43	-4	103	101	-4	0	0	0	-3	98	-1	-6	Cc1c(-n2cc(C(=O)O)c(=O)c3cc(F)c(N4CCCC(O)C4)c(F)c32)c(=O)n(-c2ccccc2)n1C (centres undefined)

Outcome played no part in choosing rows. About 2.7% of those tested had a hit in this group.
